# FBA Mtb inh – Mtb fructose-bisphosphate aldolase inhibition; P9WQA3; purified M. tuberculosis FBA, fluorescence read-out; inhibition, % at 1 µM; 2.3% of 360,000 active; in the data active = inhibition above about 27%;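 note: 0% = vehicle and 100% = reference inhibitor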
# Mtb UGM inh – Mtb UDP-galactopyranose mutase inhibition. P9WIQ1. purified UGM, fluorescence polarization probe displacement. inhibition, % at 10 µM. 0.06% of 320,000 active. AID 504406; in the data active = inhibition above about 10%, passing the limit was not always enough; inconclusive = no clear call, values can overlap the other calls
# Target sequence (P9WIQ1 whole entry, looked up): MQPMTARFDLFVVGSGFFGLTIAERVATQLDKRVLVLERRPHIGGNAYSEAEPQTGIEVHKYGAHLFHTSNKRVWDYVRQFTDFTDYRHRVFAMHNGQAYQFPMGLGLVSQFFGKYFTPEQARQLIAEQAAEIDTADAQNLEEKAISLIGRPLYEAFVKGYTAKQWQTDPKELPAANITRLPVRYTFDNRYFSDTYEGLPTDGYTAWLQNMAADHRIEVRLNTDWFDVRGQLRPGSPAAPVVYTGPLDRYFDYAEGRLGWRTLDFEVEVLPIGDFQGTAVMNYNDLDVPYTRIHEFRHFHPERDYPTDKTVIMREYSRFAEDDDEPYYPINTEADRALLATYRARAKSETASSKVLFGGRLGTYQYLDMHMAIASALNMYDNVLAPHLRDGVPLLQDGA
# GDH-TPI counter – counter-screen for M. tuberculosis FBA inhibitors: GDH-TPI coupled enzymes | AID 588335 | inhibition, % at 4.8 µM | GDH-TPI coupled enzyme counterscreen, NADH absorbance | 1.2% of 360,000 active; in the data active = inhibition above about 30%;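 note: 0% = DMSO wells and 100% = wells lacking the enzyme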
# MazEF act – MazEF (E. coli) toxin RNase activation. activation, % at 20 µM. P0AE70. FAM/BHQ RNA-DNA oligo cleavage fluorescence, 5 h. 0.32% of 350,000 active; in the data active = activation above about 50%
# Target sequence (P0AE70 whole entry, looked up): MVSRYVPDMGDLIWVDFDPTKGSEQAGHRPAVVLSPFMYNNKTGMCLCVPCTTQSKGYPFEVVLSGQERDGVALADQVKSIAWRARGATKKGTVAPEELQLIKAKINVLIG
# BoNT F protease – inhibitors of Botulinum neurotoxin F light chain protease. Multiplex microsphere protease cleavage assay, flow cytometry. inhibition, % at 10 µM. 0.22% of 360,000 active; in the data active = inhibition above about 35%, passing the limit was not always enough; inconclusive = no clear call, values can overlap the other calls; note: plate controls were buffer without enzyme for full effect and enzyme alone for no effect
# PrPC TRFRET – inhibitors of human cell surface prion protein PrPC. TR-FRET read-out. AID 720596. 0.43% of 370,000 active. P04156. inhibition, % at 13.8 µM; in the data active = inhibition above about 24%; note: 0% = median of the test wells and 100% = reference compound wells
# Rv3671c inh – inhibitors of M. tuberculosis serine protease Rv3671c; P9WHR9; inhibition, % at 5.96 µM; 0.048% of 320,000 active; in the data active = inhibition above about 38%;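 note: extracellular domain of Rv3671c used as enzyme; 0% = enzyme with DMSO and 100% = no enzyme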
# Target sequence (P9WHR9 whole entry, looked up, the tested form may be a part): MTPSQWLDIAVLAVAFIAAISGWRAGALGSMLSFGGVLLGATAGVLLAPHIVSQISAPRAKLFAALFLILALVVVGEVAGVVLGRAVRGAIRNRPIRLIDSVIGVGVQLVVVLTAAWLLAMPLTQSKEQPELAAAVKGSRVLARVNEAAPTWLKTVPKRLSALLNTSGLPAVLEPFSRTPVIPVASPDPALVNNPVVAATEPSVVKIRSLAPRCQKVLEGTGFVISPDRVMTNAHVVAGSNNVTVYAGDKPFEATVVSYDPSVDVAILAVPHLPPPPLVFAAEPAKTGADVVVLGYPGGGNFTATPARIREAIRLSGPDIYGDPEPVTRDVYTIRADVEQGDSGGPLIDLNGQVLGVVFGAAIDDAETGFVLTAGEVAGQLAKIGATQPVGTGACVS
# BioA inh – BioA (M. tuberculosis) enzyme inhibition; purified M. tuberculosis BioA enzyme, plate reader; inhibition, % at 9.99 µM; 0.096% of 360,000 active; AID 602481; in the data active = inhibition above about 40%; inconclusive = no clear call, values can overlap the other calls
# FadD28 binding – M. tuberculosis FadD28 bisubstrate binding inhibition. FadD28 bisubstrate probe binding, fluorescence polarization. inhibition, % at 12.5 µM. 0.22% of 360,000 active. AID 588549; in the data active = inhibition above about 8.5%, passing the limit was not always enough; inconclusive = no clear call, values can overlap the other calls
# * hit, by the source's call; ? = inconclusive; · = not tested or not shown.
SMILES,GDH-TPI counter,PrPC TRFRET,BoNT F protease,FadD28 binding,BioA inh,FBA Mtb inh,Rv3671c inh,Mtb UGM inh,MazEF act
COc1cc(/C=N/N=C(\N)c2nonc2N)cc(OC)c1O,36*,-7,-5,-1.6,·,-2,9,-0.5,-1
O=c1cc(Cl)[nH]n(-c2ccccc2)c1=O,-5,-12,6,0.0,-1.2,3,4,-0.5,-3
COc1ccccc1NC(=S)NC1CCCCC1,-4,0,-4,-2.6,-1.2,-6,-1,-2.1,-1
COc1ccc(CCNC(=O)c2cc3c(=O)n4ccccc4nc3n(CCN3CCOCC3)c2=N)cc1,7,-22,-3,-9.3,1.0,24,2,1.2,18
COc1ccccc1/C=C/C(=O)NC(=S)NCC1CCCO1 (stereo unspecified),6,-5,1,-2.4,-18,13,8,-0.4,4
COc1cc(OC)cc(-c2nn[nH]n2)c1,4,-2,-10,-0.9,-2.6,3,5,0.4,2
CO/N=C/C(=N\Nc1ccc(OC)cc1)C(=O)c1ccc(OC)cc1,4,-1,-3,-2.6,0.1,-8,2,0.9,30
COc1ccc(CCNC(=O)C2CC(c3ccccc3C(F)(F)F)=NO2)cc1 (stereo unspecified),6,-2,3,-2.8,-0.1,0,-9,-1.5,-1
CNC(=O)CSc1nc(-c2ccccc2)c(-c2ccccc2)[nH]1,11,-5,3,-0.4,-2.0,2,-10,0.5,-13
O=C(Cc1c(Cl)cccc1Cl)OCC(=O)N1CCOCC1,-3,-7,6,·,-0.2,0,1,0.9,2
CCOC(=O)C(C)Sc1nc(N)c(NC(=O)c2ccc(OC)c(OC)c2)c(=O)[nH]1 (stereo unspecified),-7,-9,-4,-0.3,-0.9,3,-3,3.7,5
O=C(Cn1cnc2ccccc2c1=O)N/N=C/c1ccc(Br)cc1,-8,18,?,-3.7,-0.2,-1,5,-2.2,9
COCCNC(=O)c1cccc2c(-c3cccc(C(N)=O)c3)coc12,8,10,0,-0.3,1.3,2,·,·,·
S=C(NCCc1ccccc1)N/N=C/c1ccc(Cl)cc1,2,10,-7,-3.8,·,-1,-8,2.9,-6
Cc1cc(N2CC(C)OC(C)C2)n2cc(-c3ccccc3)nc2n1 (stereo unspecified),6,-13,3,-0.2,1.6,63*,10,-0.2,4
CC(C)NC(=O)CSc1nc2sccc2c(=O)n1-c1ccccc1,4,3,-2,0.4,-4.6,3,-18,0.4,-20
O=C(CSc1nnc(Nc2ccccc2)s1)Nc1ccc(S(=O)(=O)N2CCOCC2)cc1,5,5,4,-7.5,4.3,0,-14,-0.9,-5
COC(=O)c1ccccc1N=C(SC)N(C)C,0,-7,-15,0.2,-3.5,3,0,0.1,4
CC(=O)N1CC(C)Sc2ccc(S(=O)(=O)N3CCCCC3)cc21 (stereo unspecified),3,10,5,-0.7,0.3,-1,1,-1.5,-23
O=C1COc2ccc(S(=O)(=O)N3CCCCCC3)cc2N1,10,-3,-2,-2.6,-0.2,-1,3,-2.4,8
C/C(=N\Nc1ccc(C(=O)c2c(C)cc3ccccn23)cc1[N+](=O)[O-])c1ccc(O)cc1,-4,-1,-11,-4.5,0.6,-4,3,-1.0,13
COc1ccc(-n2c(C)cc(C(=O)CN3CCC(C)CC3)c2C)cc1,-2,2,-1,-4.1,·,1,2,-1.1,0
CC(C(=O)N1CCc2ccccc21)N1CCN(Cc2ccc(Cl)cc2)CC1 (stereo unspecified),-5,-2,2,-5.2,-3.6,-2,0,-1.1,3
CCc1noc(C)c1C(=O)Nc1nc(-c2ccc(OC)cc2OC)cs1,19,6,·,-0.1,-0.7,-2,-10,1.8,-7
CN(C)S(=O)(=O)c1cccc(NC(=O)c2cc(-c3cccs3)nn2-c2cccc(Cl)c2)c1,3,13,-3,-2.4,·,1,-25,-0.4,-6
CC(OC(=O)c1cc[n+]([O-])cc1)C(=O)Nc1ccc(C(N)=O)cc1 (stereo unspecified),-12,4,-7,-1.1,4.0,0,0,2.4,-162
Cc1nnc(SCC(=O)NCc2ccco2)n1Cc1ccccc1,-9,2,-7,-4.7,0.3,1,-3,0.6,-1
CC(=O)Nc1ccc(S(=O)(=O)Oc2ccc(/C=N/NC(=O)c3ccc(Cl)cc3)cc2)cc1,4,-3,19,-1.6,-2.0,-2,-26,0.8,29
COc1ccc2cc3cc(C(=O)NCc4ccco4)oc3nc2c1,20,-8,-2,-4.5,1.5,140*,-15,0.5,4
COc1ccc(Cc2nn3c(-c4cc(OC)c(OC)c(OC)c4)nnc3s2)cc1,8,6,-14,-6.4,1.1,1,-11,-1.0,4
N#C/C(=C/c1cc[nH]c1)C(N)=S,12,-3,-1,-0.4,·,2,5,-1.4,17
COc1ccc(CC(=O)Nc2ccc3c(C(F)(F)F)cc(=O)oc3c2)cc1OC,19,-6,-2,-1.2,·,0,-10,-0.4,6
Oc1ccc(C2Nc3cccc4cccc(c34)N2)c(O)c1,8,-3,-23,-4.3,·,-2,5,-0.3,15
COc1ccccc1NS(=O)(=O)c1ccc(C)c(NS(=O)(=O)c2cc(NC(C)=O)ccc2OC)c1,2,3,1,-1.2,-0.8,1,·,·,0
COc1ccccc1-n1cnnc1SCC(=O)Nc1cccnc1Cl,-2,2,-10,-0.8,-0.5,0,-12,3.0,4
CC(C)CCNC(=O)NC(=O)COc1c(F)c(F)cc(F)c1F,16,-1,-12,-1.6,-5.5,0,-2,0.7,3
Cc1cc(C(=O)N2CCN(c3ccc([N+](=O)[O-])cc3)CC2)co1,7,-35,-14,-2.3,12,-4,-6,-0.7,-7
Cc1cccc(SCC(=O)Nc2ccccc2[N+](=O)[O-])c1,1,-4,-4,-3.9,-0.5,-1,-7,-2.7,4
Cc1nc(-c2ccc(Br)cc2)ccc1C(=O)O,3,3,11,-0.4,·,0,-4,2.8,-2
COC(=O)C1=C(C)N(Cc2ccccc2)C(=NCc2cccc(C(F)(F)F)c2)N[C@H]1c1cccc(C(F)(F)F)c1,1,·,-20,-3.4,1.6,2,0,-0.3,-7
Cc1ccc(NS(=O)(=O)c2ccc3c(c2)n(C)c(=O)n3C)cc1,-3,·,-12,-1.7,-0.4,0,-6,0.8,0
O=C(NCc1ccc2c(c1)OCO2)c1ccc(-c2ccc(Cl)cc2)o1,16,4,-5,0.7,·,4,-22,4.3,-10
COc1cccc(-c2nc(CS(=O)(=O)CC(=O)NCc3ccccc3)c(C)o2)c1,9,-7,-5,-7.6,-0.4,-1,-7,2.7,8
CS(=O)(=O)c1ccc(Cl)c(NC(=O)COC(=O)CNC(=O)c2ccccc2)c1,-5,1,8,-3.4,·,0,10,5.0,-2
O=C(O)c1ccccc1Sc1ncnc2sc3c(c12)CCC3,-2,45*,2,-3.4,0.6,0,-2,0.1,-5
O=C(COC(=O)C1=COCCO1)Nc1ccc(OC(F)F)cc1,1,-5,1,-0.7,·,-3,-2,-4.2,1
CCOc1ccc(/C=C\c2nc(O)c([N+](=O)[O-])c(=O)[nH]2)cc1OCC,5,-3,3,0.7,-0.3,-2,4,-0.5,-1
Cc1cc(F)ccc1S(=O)(=O)N1CCCOC1CNC(=O)C(=O)NC1CC1 (stereo unspecified),-12,-3,10,0.4,-0.2,1,-5,-0.3,9
COc1ccc(OCc2cc(C(=O)NCC(C)Oc3cccnc3)no2)c(Cl)c1 (stereo unspecified),1,6,4,-3.6,0.8,0,-9,-0.2,2
COc1ccccc1NS(=O)(=O)N(C)C,-5,1,3,-1.3,-0.6,0,-10,-0.7,3
CCCCc1nc2ccccc2c(NC(=O)CN2CCN(C)CC2)c1CCC,-4,-6,-3,-1.8,·,-1,-1,1.2,2
CN(CC(=O)Nc1ccccc1Cl)C(=O)CN1C(=O)NC(c2ccccc2)(c2ccccc2)C1=O,-2,-7,17,-3.6,0.1,-4,-8,-1.4,5
COc1ccccc1CNC(=O)CCN1C(=O)COc2ccccc21,13,-3,3,0.3,·,4,-8,-2.0,0
OCCNCCCOc1ccc(Cl)cc1Br,-4,-5,-1,-1.2,0.1,2,2,0.1,0
COc1ccc(S(=O)(=O)N2CCN(C(=O)CCOc3ccccc3)CC2)cc1OC,6,-3,0,·,1.4,4,6,-1.9,5
CCCCc1ccc(NC(=S)NCc2ccc(OC)cc2)cc1,5,-1,2,0.7,-2.8,-2,-10,4.6,-1
COc1ccc(OC)c(CN2CCCC(C(=O)N3CCCCC3)C2)c1 (stereo unspecified),-7,2,0,-3.3,-0.2,1,5,-2.8,0
CC(=O)/C(=N\Nc1cccc(Cl)c1)Sc1cccc2cccnc12,0,-4,-1,0.6,0.5,0,-12,-1.7,-7
Cc1ccccc1NC(=S)NCc1cccs1,-9,-2,4,-4.1,0.2,3,3,3.0,-3
CCc1ccc(C2=NN(C(=O)CCC(=O)O)C(c3cccs3)C2)cc1 (stereo unspecified),2,0,3,0.3,1.2,0,6,-1.0,5

# The results go on.
SMILES,GDH-TPI counter,PrPC TRFRET,BoNT F protease,FadD28 binding,BioA inh,FBA Mtb inh,Rv3671c inh,Mtb UGM inh,MazEF act
CCOc1ccc(NC(=O)CC(=O)Nc2ccc(OCC)cc2)cc1,1,-4,?,·,-2.4,-3,0,-1.1,6
Cc1ccc(C(C2=C(O)CC(C)(C)CC2=O)C2C(=O)CC(C)(C)CC2=O)s1 (stereo unspecified),-2,5,11,-1.5,-1.9,3,-5,2.7,0
COc1ccc(OC)c(CNC(=O)C2CCC(=O)N2C(C)C)c1 (stereo unspecified),-8,-5,17,0.4,0.6,1,-7,-3.0,-10
Cc1ccc2nc(SCC(=O)c3ccccc3)nc(=O)n2c1,21,-3,8,-1.6,·,4,-1,0.3,-3
O=C(NC1CCCCCC1)C(=S)NCc1ccccc1,6,9,-5,-1.3,·,-5,5,-1.7,-8
CC1CCN(c2cc(N3CCC(C)CC3)c([N+](=O)[O-])cc2/C=C(\C#N)c2nn(-c3ccccc3)c(N)c2C#N)CC1,27,6,-35,-2.0,-4.2,1,-10,-1.2,24
CCNc1nc(C#N)nc2c1ncn2-c1cc(F)cc(F)c1,10,4,0,1.4,-3.5,3,-19,4.7,-15
CN(C)C(=O)Oc1ccnc2cc(Cl)ccc12,-5,5,2,-0.5,-1.5,-1,6,-2.8,11
C[C@]12CC[C@H](O)C[C@H]1CC[C@@H]1[C@@H]2CC[C@]2(C)[C@@H](C3=CC(=O)OC3)CC[C@]12O,-6,-1,-2,-2.1,-0.7,4,-4,0.0,6
O=C(OCc1ccccc1)/C(=C/c1ccccc1Cl)NC(=O)c1ccco1,-2,2,-4,-8.6,-0.2,1,1,-0.8,-5
CCOC(=O)c1ccc(-n2c(N)c(C(=O)NCC3CCCO3)sc2=S)cc1 (stereo unspecified),8,-28,-3,-3.7,2.9,3,-3,0.5,13
CCN1CCN(c2ccc(Cl)cc2NC(=O)c2ccco2)CC1,2,-3,-1,-2.6,-1.5,-2,0,·,-30
COc1ccc(OCc2nnc(SCC(=O)Nc3cccc(Cl)c3)o2)cc1,10,3,-14,-1.0,-2.1,1,-1,3.0,10
Cc1ccc(NC(=O)COC(=O)C2=NNC(=O)CC2)c(Br)c1,4,4,·,-1.6,-1.0,6,-8,0.1,-11
OC(CNCCc1ccc(C(F)(F)F)cc1)COC(c1ccccc1)c1ccccc1 (stereo unspecified),1,2,-41,-6.1,-0.6,3,-13,-1.0,1

# Compound profiles, as listed above. Order of screens: GDH-TPI counter, PrPC TRFRET, BoNT F protease, FadD28 binding, BioA inh, FBA Mtb inh, Rv3671c inh, Mtb UGM inh, MazEF act
# CCOc1ccc(NC(=O)CC(=O)Nc2ccc(OCC)cc2)cc1 is listed as 1, -4, ?, ·, -2.4, -3, 0, -1.1, 6
# O=C(NC1CCCCCC1)C(=S)NCc1ccccc1 is listed as 6, 9, -5, -1.3, ·, -5, 5, -1.7, -8
# Cc1ccc2nc(SCC(=O)c3ccccc3)nc(=O)n2c1 is listed as 21, -3, 8, -1.6, ·, 4, -1, 0.3, -3
# CC1CCN(c2cc(N3CCC(C)CC3)c([N+](=O)[O-])cc2/C=C(\C#N)c2nn(-c3ccccc3)c(N)c2C#N)CC1 is listed as 27, 6, -35, -2.0, -4.2, 1, -10, -1.2, 24
